TAG inh: reduces triacylglycerol accumulation in H9c2 cells; inhibition, % at 12.5 µM; 230,000 tested, 0.66% active; Nile Red lipid (TAG) fluorescence; cells loaded with 200 µM oleic acid; AID 651582;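 active means pattern-corrected inhibition of lipid staining of at least 50% with the nuclear-stain viability signal not falling by more than 50%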;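 further: 0% = DMSO wells and 100% = triacsin C control wells; some results filed as inactive read as strong as hits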
TAG inh DAPI viability: second read-out of TAG inh, no call of its own (marks repeat the call); DAPI nuclei signal change (viability), lower = more cytotoxic, %;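 whole-well DAPI fluorescence read on a plate reader as a viability signal; minus 50 percent equals half of cells still viable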
Active calls of the source: *. An excerpt; count on the stated rates, not on these rows.

Every second line gives: TAG inh, TAG inh DAPI viability
> CCc1ccccc1NC(=S)N(CCCN(C)C)Cc1cc2cc3c(cc2[nH]c1=O)OCO3
 : 7, 18
> O=S(=O)([O-])C/C(=C\c1ccc(Cl)cc1)c1cc[n+](CCO)cc1
 : -21, -2
> O=C(c1ccc(S(=O)(=O)N2CCCCCC2)cc1)N1CCCC(C(F)(F)F)C1 (configuration not stated)
 : -4, -3
> Cc1cnc(-c2nnc(N(C)C(=O)C3CCOC3)s2)cn1 (configuration not stated)
 : -7, 13
> Cc1ccc(S(=O)(=O)N2CC=C(C(=O)NCCC(C)C)CC2)cc1
 : -2, -3
> COc1ccccc1-c1nc(SCC(=O)O)n[nH]1
 : 16, -11
> CCN(CC)C(=O)C1=C(C)Nc2ncnn2C1c1cccnc1 (configuration not stated)
 : -1, -6
> COc1ccc2cc(C(=O)NCCO)sc(=O)c2c1OC
 : -12, -11
> Cc1cc(/C=C2/C(=N)N3C(=NC2=O)SN=C3S(C)(=O)=O)c(C)n1-c1ccccc1F
 : 10, -13
> O=[N+]([O-])c1ccc(SCCO)nc1SCCO
 : 2, -5
> CN(C(=O)COC(=O)c1nn(C)c(=O)c2ccccc12)c1c(N)n(Cc2ccccc2)c(=O)[nH]c1=O
 : -7, 5
> N#Cc1ccccc1NC(=O)COC(=O)/C=C/c1ccc(S(=O)(=O)N2CCOCC2)cc1
 : -1, 1
> Cn1cc(C(=O)c2ccc(Cl)cc2)cc1-c1nc2ccccc2n1C
 : -8, -6
> Cc1nnc(SCc2cc(=O)[nH]c(/N=C(\N)Nc3ccccc3Sc3ccccc3)n2)s1
 : -3, -5
> COc1ccc(C(OC(=O)c2ccco2)C(=O)NCc2ccc(C)cc2)cc1 (configuration not stated)
 : 20, -16
> CCC1=C(OC(=O)N(CC)CC)N2C(=O)OC(=NCCOC)[C@]2(Cc2ccccc2)[C@H]2C1=CC[C@H]1C(=O)N(CC)C(=O)[C@H]12
 : 5, -5
> COc1ccc(NC(=O)COC(=O)c2ccc(N3CCCC3=O)cc2)cc1OC
 : -21, -1
> CC(NC(=O)c1ccco1)C(=O)OC(C)C(=O)NCc1ccccc1 (configuration not stated)
 : 12, 2
> O=C(Nc1cccc(-c2cn3ccccc3n2)c1)c1cccc(Cl)c1
 : 13, 0
> COCCNC(=O)/C(C#N)=C/C=C/c1ccccc1
 : -3, 6
> COc1ccc(C(=O)OCC(=O)NC2CC2)cc1S(=O)(=O)N(C)Cc1ccccc1
 : -2, -2
> O=C(NC(=S)Nc1ccccc1O)c1ccc(Cl)cc1Cl
 : -11, 1
> COc1ccc(-n2c(N)c(-c3nc4ccccc4n3C)sc2=S)cc1
 : 19, 3
> CCCc1c(C)nc2c(OC)cccc2c1SCC(=O)O
 : 2, 15
> COC(=O)C1CN(S(=O)(=O)c2ccccc2)CCN1S(=O)(=O)c1ccccc1 (configuration not stated)
 : 1, 9
> CCCOC(=O)Nc1ccc(S(=O)(=O)Nc2ncccn2)cc1
 : -4, 5
> O=c1c2nncn2c2cccnc2n1CCNc1ncc(C(F)(F)F)cc1Cl
 : 7, -6
> CC(C)(C)NC(=S)N1CCC(C(=O)c2ccc(F)cc2)CC1
 : 1, 2
> COc1ccc(S(=O)(=O)N2CCCC2CNC(=O)C(=O)NCc2ccccc2)cc1 (configuration not stated)
 : 1, 1
> COc1ccc(NC(=O)CN2CC(C)OC(C)C2)cc1Cl (configuration not stated)
 : -11, 7

Retrieved by compound from above:
Every second line gives: TAG inh, TAG inh DAPI viability
> CCN(CC)C(=O)C1=C(C)Nc2ncnn2C1c1cccnc1 (configuration not stated)
 : -1, -6
> O=C(Nc1cccc(-c2cn3ccccc3n2)c1)c1cccc(Cl)c1
 : 13, 0
> COc1ccc(NC(=O)CN2CC(C)OC(C)C2)cc1Cl (configuration not stated)
 : -11, 7

Other records follow.
Every second line gives: TAG inh, TAG inh DAPI viability
> CC(=O)N(c1ccc(C)cc1)C1C=CS(=O)(=O)C1 (configuration not stated)
 : 8, 1
> CCOC(=O)C1CCCN(Cc2c(C(=O)N3CCOCC3)nc3ccccn23)C1 (configuration not stated)
 : 5, -9
> Cc1cc(=O)n2[nH]c(N3C(=O)CCC3=O)nc2n1
 : 5, -9
> COc1ccc(NC(=O)CCCN2C(=O)C3C4C=CC(C4)C3C2=O)c(OC)c1 (configuration not stated)
 : 8, -9
> NC(=O)NC(Cc1ccccc1)C(=O)N1CCN(S(=O)(=O)c2ccc(Cl)cc2)CC1 (configuration not stated)
 : -21, -5
> C[C@H](CO)N1C[C@H](C)[C@@H](CN(C)S(=O)(=O)c2ccc(Oc3ccccc3)cc2)OCc2cnnn2CCCC1=O
 : -5, -2
> COc1ccc(CCNC(=O)CCc2nnc(Cc3ccc4c(c3)OCO4)o2)c(OC)c1
 : -12, 0
> Brc1ccc2nc(N3CCN(c4ccccc4)CC3)sc2c1
 : 6, -7
> COc1ccccc1C(=O)N/C(=C\c1ccc(Br)cc1)C(=O)NCCCO
 : 5, -5
> Cc1cc(C)n2nc(C(=O)OCC(=O)NC(=O)c3ccccc3)nc2n1
 : 7, -4
> Cc1c(N2C(=O)c3ccc4c5c(ccc(c35)C2=O)CC4)c(=O)n(-c2ccccc2)n1C
 : 11, -6
> CCC(=O)c1ccc(OCC(O)CN2CC(C)OC(C)C2)cc1 (configuration not stated)
 : 12, -15
> COc1ccc(NC(=O)N(Cc2cc3cc(C)ccc3[nH]c2=O)CC2CCCO2)cc1 (configuration not stated)
 : -4, 2
> COC(C[C@H](O)[C@H](C)[C@@H](O)COCc1ccccc1)OC
 : -2, -4
> O=C1CNc2cc(Cl)ccc2N1
 : -29, 33
> COc1ccc(Nc2c([N+](=O)[O-])ccc3c2=NC2(CCCCC2)N=3)cc1
 : 22, -3
> CCC(=O)c1ccc(OCC(O)CNC(C)c2ccccc2)cc1 (configuration not stated)
 : 2, 8
> CCCN1CCC(NCC(C)c2ccccc2)CC1 (configuration not stated)
 : 10, 4
> O=C(COc1ccccc1)Nc1c2c(nn1-c1ccccc1)CS(=O)(=O)C2
 : -14, 5
> COc1ccc(/C(N)=N/OC(=O)CSc2ccccc2)cc1OC
 : -26, 14
> CCC(=O)N1CCc2cc(Br)cc(S(=O)(=O)NCCN3CCCCC3C)c21 (configuration not stated)
 : -9, 10
> N#Cc1cc(O)c(-n2nnc3ccccc32)cc1C#N
 : 5, -18
> CC(=O)OC(C)CS(=O)(=O)c1ccccc1 (configuration not stated)
 : 22, -21
> Cc1nc(SCC(=O)N2CC(=O)Nc3ccccc32)nc(C)c1C
 : -9, -9
> C=CCn1c(C(O)c2ccccc2)nc2ccccc21 (configuration not stated)
 : 7, -4
> CC(=O)c1cccc(NC(=S)NNC(=O)c2ccco2)c1
 : 0, -1
> CCOC(=O)CC(=O)CSc1ncnc2c1cnn2-c1ccccc1
 : -16, 7
> CC(=O)N1CCN(c2ccc(Oc3ncnc4sccc34)cc2)CC1
 : 18, -9
> COCCNc1nc(-c2ccccc2CO)c2sc(-c3ccccc3)cc2n1
 : 50*, 35*
> CSc1ccccc1C(=O)N1CCC(n2nccc2NC(=O)C(C)(C)C)CC1
 : -10, 3

Profiles, quoted from the list. Order of values: TAG inh	TAG inh DAPI viability
`COc1ccc(/C(N)=N/OC(=O)CSc2ccccc2)cc1OC` as listed: -26	14
`CCC(=O)c1ccc(OCC(O)CNC(C)c2ccccc2)cc1` (configuration not stated) as listed: 2	8
`Cc1ccc(S(=O)(=O)N2CC=C(C(=O)NCCC(C)C)CC2)cc1` as listed: -2	-3
`O=C1CNc2cc(Cl)ccc2N1` as listed: -29	33
`CSc1ccccc1C(=O)N1CCC(n2nccc2NC(=O)C(C)(C)C)CC1` as listed: -10	3

Going on with the list:
Every second line gives: TAG inh, TAG inh DAPI viability
> Cc1cccc(C(=O)Nc2ccc(C(=O)c3ccncc3)cc2)c1
 : 15, -1
> O=C(O)CC(CC(=O)Nc1ccc(F)c(Cl)c1)c1ccc(Cl)cc1Cl (configuration not stated)
 : -12, 9
> CC1CCN(C(=O)CN2C(=O)NC(C)(c3ccc4ccccc4c3)C2=O)CC1 (configuration not stated)
 : -3, -8
> Cc1ccn2c(CN3CCOCC3)c(-c3ccccc3)nc2c1
 : -1, -10
> COCCNC(=O)CCc1c(C)nc2c(-c3ccc(F)cc3)c(C)nn2c1C
 : 13, -5
> O=C1c2ccccc2C(Nc2ccc(F)c(Cl)c2)N1Cc1ccco1 (configuration not stated)
 : 4, 4
> CCC1=C(OC(=O)N(CC)CC)N2C(=O)OC(=NCC(=O)OC)[C@]2(C)[C@H]2C1=CC[C@H]1C(=O)N(C)C(=O)[C@H]12
 : 18, -9
> CCOc1ccc(N(CC(=O)NCCc2ccc(Cl)cc2)S(=O)(=O)c2c(C)[nH]c(=O)[nH]c2=O)cc1
 : 6, -1
> O=C(c1ccco1)N1CCCN(Cc2nc(-c3ccc4c(c3)OCO4)no2)CC1
 : -6, 4
> O=C(Nc1cccc(Cl)c1)c1nc[nH]c1C(=O)NCCN(CCNC(=O)c1[nH]cnc1C(=O)Nc1cccc(Cl)c1)CCNC(=O)c1[nH]cnc1C(=O)Nc1cccc(Cl)c1
 : 75*, -1.2*
> COc1ccc(CCN(Cc2ccccn2)C(=S)Nc2ccccc2C)cc1OC
 : -9, 0
> CCN1C(=O)C(CC(=O)Nc2ccc(OC)cc2)N(CCc2ccc(F)cc2)C1=S (configuration not stated)
 : 2, 8
> CN1CCN(c2ccccc2NC(=O)c2sc3ccccc3c2Cl)CC1
 : 6, 33
> COc1ccc(S(=O)(=O)Nc2cccc(-c3ccc4nncn4n3)c2)c(OC)c1
 : -2, 5
> CCN(CC)CCCNC(=S)N1CCC(c2nc3ccccc3[nH]2)CC1
 : 13, -4
> CN(C)S(=O)(=O)c1ccc(Cl)c(C(=O)OCC(=O)c2ccco2)c1
 : 17, -10
> Cc1ccc2oc(=O)cc(CN3CCOCC3)c2c1
 : -11, -4
> CC(=O)c1cccc(NC(=O)C2C3C=CC(C3)C2C(=O)O)c1 (configuration not stated)
 : -2, 2
> O=C1C2ON(c3ccccc3)C(c3ccncc3)C2C(=O)N1c1ccc(N2CCOCC2)cc1 (configuration not stated)
 : 5, 5
> Cc1ccc(NC(=O)Nc2nnc(-c3ccncc3)s2)cc1C
 : -2, 11
> COC(=O)c1ccc(CSc2nnc(CNC(=O)c3ccccc3F)o2)o1
 : -15, -4
> Cc1cccc(NC(=O)CNC(=O)COC(=O)CCS(=O)(=O)c2ccccc2)c1C
 : -12, 2
> CCOC(=O)[C@@H]1[C@H]2COc3cc(OC)ccc3[C@H]2N2C(=O)N(c3ccc(C)cc3)C(=O)[C@]12C
 : -4, -6
> COc1ccc(S(=O)(=O)NCC2CCCN(C(=O)c3cccnc3C)C2)cc1 (configuration not stated)
 : 12, 2
> COc1ccc(S(=O)(=O)Nc2ccc3c(c2)C(=O)N([C@H](C)CO)C[C@H](C)[C@@H](CN(C)S(=O)(=O)c2c(C)noc2C)O3)cc1
 : -11, 6
> O=C(Nc1ccc(OCC(=O)N2CCC(Cc3ccccc3)CC2)cc1)c1ccco1
 : 25, -9
> CCN(CC(=O)NCc1cccs1)c1nnnn1-c1ccccc1
 : -13, 6
> COc1ccc(N=C2SC(CC(=O)Nc3ccccc3OC)C(=O)N2Cc2ccco2)cc1 (configuration not stated)
 : -30, 4
> COc1ccc(NC(=O)N(C)C[C@H]2Oc3ccc(NC(=O)Cc4ccccc4)cc3C(=O)N([C@H](C)CO)C[C@@H]2C)cc1
 : 14, 0
> Cc1nnc(NC(=O)CSc2nnc(NC(=O)C(C)(C)C)s2)s1
 : 11, 3

Some of these compounds in order of SMILES length, falling.
Every second line gives: TAG inh, TAG inh DAPI viability
> CCC1=C(OC(=O)N(CC)CC)N2C(=O)OC(=NCC(=O)OC)[C@]2(C)[C@H]2C1=CC[C@H]1C(=O)N(C)C(=O)[C@H]12
 : 18, -9
> O=C(O)CC(CC(=O)Nc1ccc(F)c(Cl)c1)c1ccc(Cl)cc1Cl (configuration not stated)
 : -12, 9
> Cc1ccn2c(CN3CCOCC3)c(-c3ccccc3)nc2c1
 : -1, -10

The listing picks up with the 2 entries that preceded the break.
Every second line gives: TAG inh, TAG inh DAPI viability
> COc1ccc(NC(=O)N(C)C[C@H]2Oc3ccc(NC(=O)Cc4ccccc4)cc3C(=O)N([C@H](C)CO)C[C@@H]2C)cc1
 : 14, 0
> Cc1nnc(NC(=O)CSc2nnc(NC(=O)C(C)(C)C)s2)s1
 : 11, 3
> O=C(NC(=S)N1CCN(c2ccc([N+](=O)[O-])cc2)CC1)c1ccco1
 : 0, 2
> O/N=C1\CCSc2ccc(F)cc21
 : 8, -10
> CCCN(C(=O)CSc1ncccn1)C1CCS(=O)(=O)C1 (configuration not stated)
 : 6, 22
> COc1ccc(Cl)cc1S(=O)(=O)NCCCn1ccnc1
 : -1, 5
> O=C(Nc1cccc(-c2cn3ccccc3n2)c1)c1ccccc1
 : 5, -6
> Cc1ccc(NC(=O)CCC(=O)N/N=C/c2coc3ccc(F)cc3c2=O)cc1
 : -10, -8
> CC(=O)c1cc(F)c(N2CCN(C(=O)c3ccco3)CC2)cc1C
 : 5, 3
> CCOc1ccc2[nH]c(=O)c(CN(Cc3cccnc3)C(=O)Nc3ccccc3OC)cc2c1
 : 14, -1
> Nc1nc(SCc2ccc(Cl)cc2)[nH]c(=O)c1-c1ccccc1
 : -46, -1
> CC(C)(C)CC(=O)Nc1cc(S(=O)(=O)N2CCOCC2)ccc1N1CCCC1
 : 4, -4
> NC(=O)c1noc(C(=O)N(CC(=O)NC2CCCC2)Cc2ccc3c(c2)OCO3)c1N
 : -8, -3

Screens deposited in PubChem by Sanford-Burnham Center for Chemical Genomics.
